AmpC inh detg = AmpC beta-lactamase inhibition with detergent present | P00811 | AmpC hydrolysis of nitrocefin, absorbance 480 nm, 0.01% Triton | Potency, µM (series often up to 114 µM), inactives show at the top dose activity change, negative = inhibition, actives largely listed as inhibitors | actives 0.041% (n = 370,000);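 also: potency is read from the fitted curve at half-maximal effect; 0% = no-compound wells and -100% = no-enzyme wells; nearly all actives have a fitted effect of over 25% in size; some results filed as inactive show a strong effect at the top dose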
Target sequence (P00811 whole entry, looked up): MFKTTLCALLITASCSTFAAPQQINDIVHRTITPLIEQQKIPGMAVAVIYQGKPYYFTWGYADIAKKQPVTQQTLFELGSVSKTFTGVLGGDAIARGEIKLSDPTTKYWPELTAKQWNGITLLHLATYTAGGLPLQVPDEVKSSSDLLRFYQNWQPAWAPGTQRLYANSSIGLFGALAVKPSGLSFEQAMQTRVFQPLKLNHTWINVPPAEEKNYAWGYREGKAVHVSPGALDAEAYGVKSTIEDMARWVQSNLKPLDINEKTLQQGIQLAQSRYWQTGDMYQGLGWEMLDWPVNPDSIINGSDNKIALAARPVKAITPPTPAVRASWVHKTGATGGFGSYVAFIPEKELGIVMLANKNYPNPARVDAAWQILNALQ
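AmpC (5.3 nM in the dispensed reagent) in 20 mM phosphate pH 7.0 with 0.01% (detergent screen) or 0.0001% Triton X-100 was preincubated with compounds for 15 min at room temperature. Nitrocefin was then added from an 800 uM solution, and hydrolysis was followed at 480 nm.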
HCMV antiviral = blocks human cytomegalovirus replication; HFF cells, HCMV-luciferase reporter, 72 h; hits give low values; activity change, negative = inhibition, % at 57.5 µM; actives 4.5% (n = 410,000); in the data active = activity change below about -60%; inconclusive = no clear call, values can overlap the other calls; inactive = above about -39%
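HFF cells seeded 16 h at 37C, treated with compounds, infected with luciferase-reporter HCMV at MOI 1 PFU/cell; luciferase read at 72 h post infection, normalized to buffer-only and Salinomycin controls.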
AmpC no deterg = inhibitors of E. coli AmpC beta-lactamase without detergent; Potency, µM (highest dose often 57.1 µM), without a hit: top-dose activity change, negative = inhibition, most hits filed as inhibitors; AID 485341; actives 0.52% (n = 330,000); AmpC nitrocefin hydrolysis, absorbance 480 nm, 0.0001% Triton;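 also: potency is read from the fitted curve at half-maximal effect; plate controls were no compound for no effect and no enzyme for full effect; nearly all actives have a fitted effect of over 20% in size; some results filed as inactive show a strong effect at the top dose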
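AmpC (5.3 nM in the dispensed reagent) in 20 mM phosphate pH 7.0 with 0.01% (detergent screen) or 0.0001% Triton X-100 was preincubated with compounds for 15 min at room temperature. Nitrocefin was then added from an 800 uM solution, and hydrolysis was followed at 480 nm.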
AMA1-RON2 inh = disrupts binding of P. falciparum AMA1 to RON2 | Potency, µM (titrated, usually from 58.2 µM), without a hit: top-dose activity change, negative = inhibition, hits mostly inhibitors | actives 0.2% (n = 360,000) | AlphaScreen AMA1-biotinylated RON2 peptide binding;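 also: potency is read from the fitted curve at half-maximal effect; 0% = vehicle wells and -100% = peptide control; nearly all actives have a fitted effect of over 45% in size; some results filed as inactive show a strong effect at the top dose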
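AMA1 (3D7) with his tag at 25 nM final met compounds first, then biotinylated RON2 peptide at 25 nM; detection used donor plus acceptor beads, 10 µg/mL apiece, read by AlphaScreen after 30 min at room temperature.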
Sm TGR inh = S. mansoni TGR enzyme inhibition; Q962Y6; purified TGR, DTNB reduction, TNB absorbance 405 nm; Potency, µM (highest dose often 114 µM), for the others: top-dose activity change, negative = inhibition, most hits filed as inhibitors; actives 3% (n = 360,000); AID 485364; also: potency is read from the fitted curve at half-maximal effect; nearly all actives have a fitted effect of over 60% in size
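Kinetic colorimetric format: TGR-catalysed, NADPH-driven DTNB reduction monitored via TNB absorbance. Enzyme dispensed at 20 nM; compound exposure 15 min at room temperature before reaction start.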
Giardia FBPA inh = blocks Giardia fructose-bisphosphate aldolase activity; actives 0.71% (n = 290,000); Potency, µM (top dose mostly 59.6 µM), for the others: at the top dose activity, negative = inhibition, actives largely listed as inhibitors; AID 2451; purified Giardia FBPA; also: potency is read from the fitted curve at half-maximal effect; nearly all actives have a fitted effect of over 55% in size
Target sequence (A8B2U2 whole entry, looked up): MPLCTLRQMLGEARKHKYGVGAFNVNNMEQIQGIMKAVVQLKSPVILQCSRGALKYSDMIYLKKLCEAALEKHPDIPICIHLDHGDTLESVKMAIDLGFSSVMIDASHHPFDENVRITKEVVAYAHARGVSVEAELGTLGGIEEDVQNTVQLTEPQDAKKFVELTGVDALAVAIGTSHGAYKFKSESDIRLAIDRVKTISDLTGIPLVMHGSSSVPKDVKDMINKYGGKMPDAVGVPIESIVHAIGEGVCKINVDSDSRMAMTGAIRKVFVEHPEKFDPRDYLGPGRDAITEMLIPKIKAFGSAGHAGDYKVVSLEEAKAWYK
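Giardia FBPA (40 nM reagent) was preincubated 10 min at RT with compound (up to 57.5 uM final), then substrate plus GAPDH/TPI/NAD/arsenate coupling system with diaphorase/resazurin was added; resorufin fluorescence (525/598 nm) was read after 20 min.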
Starred values were filed as active, the others as inactive; ? = inconclusive; · = no result given; [ ] = remark or other dose. Unless noted, calls follow the shape of the dose curve; as a rule, active = well fitted curve in the direction sought with a large enough effect; inconclusive = small, poorly fitted or top-dose-only effect, or another doubt; inactive = no such curve, though single readings can be large; an effect the other way counts as inactive or inconclusive. Unless noted, % is scaled to controls: 0 for no effect and ±100 for the full control effect.

SMILES	AmpC inh detg	HCMV antiviral	AmpC no deterg	AMA1-RON2 inh	Sm TGR inh	Giardia FBPA inh
O=C1CN(C(=O)/C=C/c2ccc(Cl)cc2Cl)CCN1	-10.9%	13.2	2.4%	-6.9%	0.6%	1.7%
COc1ccc(OC)c(CNC(=O)CN(c2ccc(C)cc2)S(=O)(=O)N(C)C)c1	7.8%	-4.3	·	·	1.3%	·
O=C(CC(=O)c1ccccc1)Nc1ccccc1C(F)(F)F	0.1%	1.2	-38.1%	-13.1%	10.6%	-5.1%
Cc1csc(SCC(=O)Nc2cc([N+](=O)[O-])ccc2F)n1	?	-37.3	-18.2%	-10.0%	-13.3%	·
O=S(=O)(NCCOCC(F)(F)F)c1ccc2oc3ccccc3c2c1	?	-38.4	11.4%	-7.0%	-24.6%	-12.3%
CC(=O)N1N=C(N)SC12CCCC2	-10.0%	3.8	-10.3%	22.0%	8.8%	3.4%
COC(=O)c1ccccc1NC(=S)N(Cc1ccc2c(c1)OCO2)Cc1cc2ccc(OC)cc2[nH]c1=O	?	-63.4*	-1.6%	-4.8%	-14.9%	-0.3%
O=C(c1cc(-c2ccc(O)cc2)on1)N1CCCC1	8.7%	57.2	-15.6%	-3.9%	3.4%	11.3%
Cc1nnc(SCC(=O)Nc2ncc3c(n2)CC(c2ccccc2)CC3=O)s1 (stereo unspecified)	-0.2%	3.6	-18.5%	42.3%[activator]	5.3%	-1.6%
CCOC(=O)c1cc(-c2ccc(C)cc2)n(CC(=O)Nc2ccc(OC)cc2OC)c1C	-6.4%	-29.8	·	·	0.6%	·
COc1ccc(NC(=S)N(CCc2c(C)[nH]c3ccc(C)cc23)Cc2cccs2)cc1	5.5%	-29.7	-9.3%	11.7%	0.3%	-1.0%
O=C(CC1Sc2ccccc2NC1=O)OCC(=O)N1CCc2ccccc21 (stereo unspecified)	?	27.7	-17.2%	-7.7%	-23.4%	5.8%
Cc1ccc2c(c1)C(O)(CC(=O)c1cccnc1)C(=O)N2 (stereo unspecified)	?	41.7	-16.8%	-3.8%	?	2.0%
CCn1c(=O)c2ccccc2n(CC(=O)NC2CCCCC2)c1=O	3.1%	-24.8	2.0%	-13.9%	0.9%	-0.4%
Cn1c(=O)cc(SCC(=O)N2CCN(c3ccccc3F)CC2)c2cc(Cl)ccc21	17.5%	-6.4	·	·	7.2%	·
CCOC(=O)N1CCc2c(sc(NCc3cccc(F)c3)c2C(=O)Nc2ccc(OC)cc2)C1	-6.7%	-19.3	·	·	-19.0%	·
CNC(=O)Nc1cc(C(C)(C)C)no1	0.5%	-20.3	-18.9%	1.4%	22.4%	3.8%
CCn1c(C)c(C(C)=O)c(N2CCN(c3ccc(F)cc3)CC2)nc1=S	1.2%	50.4	2.4%	11.1%	-9.6%	-14.4%
CCOc1ccc(NC(=O)CN(C)C(=O)Cc2ccsc2)cc1OCC	-7.3%	-17.4	-14.1%	-9.3%	-0.6%	·
COc1cc(/C=C/C(=O)OCC(=O)Nc2ccc(S(=O)(=O)N3CCCC3)cc2)ccc1O	-3.5%	-23.8	-51.7%	-19.2%	?	-11.1%
CC1CSC(N(C(=O)c2ccc(S(C)(=O)=O)cc2)c2ccc(Cl)cc2)=N1 (stereo unspecified)	6.8%	6.3	6.0%	-14.6%	-10.2%	·
Cc1ccc(-n2nnnc2CCl)cc1	-5.1%	12.5	3.8%	-6.5%	5.62µM*	-15.4%
COc1ccc2c(CNCc3ccc(C)o3)c(C(=O)O)n(Cc3ccccc3C)c2c1	18.7%	10.3	·	·	1.9%	·
CC(C)Sc1nc2c([nH]1)c(=N)ncn2Cc1ccccc1	0.2%	22.3	-11.4%	11.2%	·	-4.7%
COc1ccc2[nH]c3c(=O)n(CCCC(=O)NC4CCC(C)CC4)c(=S)[nH]c3c2c1 (stereo unspecified)	-5.0%	0.0	-31.0%	127.2%[activator]	-15.2%	·
CCOC(=O)C1=C(O)C(Nc2nccs2)(C(F)(F)F)N=C1C (stereo unspecified)	-4.2%	-15.1	-4.7%	-18.6%	-0.1%	2.4%
Clc1ccc(CN2CCN(c3ncnc4sc5c(c34)CCCC5)CC2)cc1Cl	23.0%	1.0	·	·	11.5%	·
O=C(CN1C(=O)NC2(CCCCC2)C1=O)NCCc1ccc(Cl)cc1Cl	·	-21.3	0.0%	-3.1%	·	·
O=C1CCC(=O)N1c1ccccc1OS(=O)(=O)c1ccccc1	-1.1%	-97.1*	-15.2%	6.1%	5.7%	·
CC(C)c1ccc(N2C(=O)CC(Sc3ncn[nH]3)C2=O)cc1 (stereo unspecified)	-9.8%	6.4	-21.3%	-14.8%	0.562µM*	?
O=C(Cc1ccsc1)N1CCN(S(=O)(=O)c2ccccc2F)CC1	-14.6%	7.5	-23.3%	-5.1%[11.6 µM]	-8.0%	·
OC1c2cc(Br)ccc2N=C2CCCN21 (stereo unspecified)	2.7%	-99.8*	-7.3%	-5.6%	-7.3%	-1.1%
O=C(CN1CCCCCC1=O)OCc1ncc(-c2ccccc2)o1	-2.7%	50.3	-2.9%	-7.9%	-1.5%	0.4%
CC(OC(=O)c1cc(=O)[nH]c2ccccc12)C(=O)NC1CCCC1 (stereo unspecified)	5.2%	-0.2	-12.4%	0.6%	0.8%	·
CCc1ccc(C(C)NC(=S)NC2CCCCC2)cc1 (stereo unspecified)	-5.4%	·	22.6%	41.7%[activator]	-5.1%	2.4%
CCOC(=O)c1c(C)oc2nc(C)nc(NCCc3ccc(OCC)cc3)c12	18.7%	-36.5	·	·	5.4%	·
CCC(=O)N1CCc2cc(S(=O)(=O)N3CCCCC3CC)ccc21 (stereo unspecified)	-13.0%	-39.6	-21.2%	17.5%	-31.1%	·
CC(C)C[C@@H](COc1ccccc1)N1CCN(CCc2ccccc2)CCC1=O	-13.3%	23.5	225.5%[activator]	?	35.8%	15.2%
CN1CCC(N(C)S(=O)(=O)c2ccc(NC(=O)COc3ccc(Br)cc3Cl)cc2)CC1	-13.8%	-20.9	214.3%[activator]	-6.2%	0.2%	·
O=C1CCCC(O)=C1N=Nc1ccc(Cl)c(Cl)c1	-9.0%	8.5	-28.9%	-17.9%	-16.8%	-8.1%
COc1ccccc1C(=O)N1CCC(c2noc(-c3ccc(S(=O)(=O)N4CCCC4)cc3)n2)CC1	12.7%	-84.2*	·	·	6.2%	·
CCCc1oc(C(=O)O)cc1CN1CCOCC1	0.1%	-4.5	-5.3%	-4.6%	-3.6%	-10.3%
O=c1[nH]c(-c2cccnc2)nc2sc(-c3ccccc3)cc12	1.2%	68.8	-21.3%	15.5%	?	-4.2%
Cc1ccc(O)c(CC(C)C)n1	-14.7%	-7.0	-15.5%	-2.8%	0.0%	0.0%
CCC(C)(C)NC(=O)C(c1ccncc1)N(Cc1cccs1)C(=O)Cn1nnc2ccccc21 (stereo unspecified)	-10.2%	18.6	50.0%	1.4%	-15.2%	-4.3%
COC(=O)C1=C(NC(=O)c2ccc(C)cc2)CCS1	2.0%	56.7	-2.4%	3.5%	-7.8%	-1.8%
COc1cc2cnc(CCO[C@H]3CCCCO3)cc2cc1OC	·	5.9	-0.8%	8.3%	·	·
COC(=O)c1cccc(NC(=O)Nc2ccccc2OC)c1	-6.6%	39.3	-35.1%	-11.4%	11.0%	-11.6%
CCOC(=O)c1nc2ccccc2nc1C	?	3.9	-4.2%	-2.0%	6.7%	8.8%
CCOC(=O)N1CCC(N(CCCOC)C(=O)Nc2cccc(OC)c2)CC1	4.3%	-24.7	36.8%	-0.4%	8.6%	0.5%
CC(=O)Nc1ccc(C)cc1NC(C)=O	0.6%	-2.4	-1.9%	1.4%	1.3%	7.0%
CCC(=O)Nc1ccc(C(=O)NCc2ccccn2)cc1	1.4%	33.1	-6.6%	25.7%	·	1.9%
COc1ccc(NC(=O)c2cc(C)no2)cc1OC	0.5%	19.4	-12.3%	-10.5%	3.9%	21.5%
O=C(CSc1nc(=O)n2ccccc2n1)Nc1ccc2c(c1)OCCO2	?	0.0	-6.6%	0.3%	-2.0%	·
Cc1c(C)n(C)c2ccc(C(=O)NCCCN3CCN(C)CC3)cc12	-15.8%	-24.3	10.4%	-1.3%	-12.8%	2.6%
Cc1ccc(NC(=O)CN(CCc2ccccc2)S(C)(=O)=O)cc1	-9.1%	-0.6	4.0%	2.3%	-14.1%	8.9%
O=C(Nc1ccccc1)c1ccc(-c2ccccc2)s1	6.5%	-24.2	-40.2%	8.0%	2.1%	-4.4%
O=C(COC(=O)c1cc(Cl)nc(Cl)c1)NCCc1ccc(F)cc1	·	-32.6	-31.7%	-4.9%	·	·
O=C1CSc2ccc(S(=O)(=O)N3CCN(c4ccccc4)CC3)cc2N1	0.8%	-22.3	-18.2%	-2.9%	4.9%	·
CN(C)c1cccc(N(C)C)c1CNC(=O)C(C)(C)C	-5.8%	-14.3	17.2%	2.0%	13.3%	-4.1%

Profiles, looked up by structure. Screens in order: AmpC inh detg, HCMV antiviral, AmpC no deterg, AMA1-RON2 inh, Sm TGR inh, Giardia FBPA inh
Cc1c(C)n(C)c2ccc(C(=O)NCCCN3CCN(C)CC3)cc12 is listed as -15.8%, -24.3, 10.4%, -1.3%, -12.8%, 2.6%
CN(C)c1cccc(N(C)C)c1CNC(=O)C(C)(C)C is listed as -5.8%, -14.3, 17.2%, 2.0%, 13.3%, -4.1%
CCOC(=O)N1CCC(N(CCCOC)C(=O)Nc2cccc(OC)c2)CC1 is listed as 4.3%, -24.7, 36.8%, -0.4%, 8.6%, 0.5%
COc1ccc(NC(=O)c2cc(C)no2)cc1OC is listed as 0.5%, 19.4, -12.3%, -10.5%, 3.9%, 21.5%
O=C1CSc2ccc(S(=O)(=O)N3CCN(c4ccccc4)CC3)cc2N1 is listed as 0.8%, -22.3, -18.2%, -2.9%, 4.9%, ·

Continued:
SMILES	AmpC inh detg	HCMV antiviral	AmpC no deterg	AMA1-RON2 inh	Sm TGR inh	Giardia FBPA inh
O=C(c1cc2ccccc2oc1=O)N1CCN(c2ccc(F)cc2)CC1	28.3%	-4.0	·	·	1.7%	·
CSc1ccc(S(=O)(=O)N2CCCC2)cc1	-12.6%	11.7	-13.4%	-8.8%	-1.2%	0.0%
O=C(Cc1ccc(Cl)cc1)Nc1ccc(NC(=O)c2ccccc2)cc1	-5.0%	-24.1	-23.8%	-14.5%	-5.2%	0.3%
COc1ccc(CCNC(=O)COC(=O)Cn2cnc3c2c(=O)n(C)c(=O)n3C)cc1	-11.3%	73.6	-9.5%	?	-1.7%	·
CC1CCC(NC(=O)c2cc(S(=O)(=O)N3CCCCC3)c[nH]2)CC1 (stereo unspecified)	-4.7%	-6.0	-37.6%	3.2%	-0.2%	-3.4%
O=C(O)c1cc2c(cc1NC(=O)c1c(F)cccc1F)OCCCO2	-10.8%	13.1	-11.7%	28.3%	-5.0%	-11.0%
C/C(Cn1nnc([N+](=O)[O-])n1)=N\NC(=O)c1ccc(O)cc1O	-10.3%	6.6	-21.7%	-10.0%[2.32 µM]	-29.5%	?

Screening results as filed in PubChem.
